Glioma ERSR ind – ER stress response induction in glioma; Potency, µM, inactives show at the highest dose activation, hits mostly activators; U87-MG GRP78 promoter luciferase reporter, 16 h; AID 602332; 0.02% of 420,000 active; further: potency means the concentration at half of the fitted maximal effect; series mostly up to about 76 µM; % of control where 0% means no effect; nearly all actives have a fitted effect of over 35% in size
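Stably transfected U87-MG glioma cells carrying a GRP78-based luciferase sensor; 16 h compound incubation. Luminescence end-point read 10 min after Bright-Glo addition at room temperature.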
LDHA block – blocks human lactate dehydrogenase A | P00338 | purified LDHA, NADH/diaphorase-resazurin fluorescence; active compounds read low | activity change, % (values are at about 110 or 230 µM) | 0.15% of 480,000 active | AID 1347041; in the data active means activity change below about -30%; inconclusive means mostly about -25% to -30%;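 further: plate controls were DMSO wells for no effect and wells without enzyme for full effect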
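Enzyme activity of human lactate dehydrogenase 5 (2 nM; 0.06 mM NADH, 0.2 mM pyruvate, 5 min, RT) is measured via a resazurin/diaphorase fluorescence readout of residual NADH.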
Vif-A3G inh – blocks the Vif interaction with human APOBEC3G | 0.076% of 410,000 active | HeLa A3G-eYFP + Vif (tagged APOBEC3G with the HIV-1 protein that degrades it), YFP fluorescence, overnight | Potency, µM (series often up to 46.1 µM), for inactives: at the highest dose activity, negative = active, most hits filed as inhibitors;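 further: potency means the concentration at half of the fitted maximal effect; on the % scale 0 is the no-effect control and ±100 the full control effect; nearly all actives have a fitted effect of over 60% in size; hits raise eYFP signal because A3G escapes Vif-driven loss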
Target sequence (Q9HC16 whole entry, looked up): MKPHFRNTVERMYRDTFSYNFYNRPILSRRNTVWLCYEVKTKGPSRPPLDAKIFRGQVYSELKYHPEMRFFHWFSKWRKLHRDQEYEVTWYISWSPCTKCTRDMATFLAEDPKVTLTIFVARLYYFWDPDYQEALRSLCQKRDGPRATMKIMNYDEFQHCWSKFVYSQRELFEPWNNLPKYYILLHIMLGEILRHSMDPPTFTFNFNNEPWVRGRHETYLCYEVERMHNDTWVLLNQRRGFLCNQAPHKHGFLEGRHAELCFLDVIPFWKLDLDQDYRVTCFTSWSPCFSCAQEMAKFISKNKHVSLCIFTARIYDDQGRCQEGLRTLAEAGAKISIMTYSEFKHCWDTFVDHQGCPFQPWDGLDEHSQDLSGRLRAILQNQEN
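HeLa cells stably expressing Vif and C-terminally eYFP-tagged A3G, seeded overnight at 37 deg C, then exposed to compound by pintool overnight at 37 deg C. Rise in yellow fluorescence (Ex 488/Em 500-530, Acumen) marks blocked Vif-driven A3G degradation.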
An asterisk follows results filed as active; ? = inconclusive; . = no result given; & = joins results of further samples. Unless noted, the call rests on the fitted dose curve; in most records, active means well fitted curve in the direction sought with a large enough effect; inconclusive means small, poorly fitted or top-dose-only effect, or another doubt; inactive means no such curve, though single readings can be large; an effect the other way counts as inactive or inconclusive. The list is partial (hit frequency here may not be typical).

SMILES	Glioma ERSR ind	LDHA block	Vif-A3G inh
CCCCCCCCCC[n+]1cccc2cc(Br)ccc21	-4%	.	-18%
Cc1ccc(SCC(Cc2ccccc2)N2CCN(CC(C)C)CCC2=O)cc1 (stereo not drawn)	-2%	.	-1%
CC(C)[C@H]1COCCS(=O)(=O)N1Cc1cccc([N+](=O)[O-])c1	-4%	.	0%
COc1ccc(C2/C=C\CN(S(=O)(=O)c3ccc(C)cc3)C(C)C(=O)N2Cc2ccc(F)cc2)cc1 (stereo not drawn)	-2%	.	1%
Cc1ccnc2ccc(N)cc12	0%	.	-3%
COc1ccc(C2/C=C\CN(S(=O)(=O)c3ccc(C)cc3)C(Cc3ccccc3)C(=O)N2Cc2ccc(F)cc2)cc1 (stereo not drawn)	-4%	.	-1%
O=C(NCCN1CCOCC1)C1(C(F)(F)F)CC(CCCO)CCCO1 (stereo not drawn)	-3%	.	-6%
COc1ccc(-c2ccc(C(C)=O)cc2)cc1C1C2C=CCCC2(C)C(=O)N1Cc1ccccc1 (stereo not drawn)	-4%	.	-2%
COc1ccc(CN2CCC(=O)c3ccccc3S2(=O)=O)cc1	-5%	.	-1%
CC(C)[C@H](/C=C/C[Si](C)(C)C)[C@H](C)C(O)/C=C/CCCOC(=O)C(C)(C)C (stereo partly drawn)	-3%	.	-1%
O=C1[C@H](Cc2ccccc2)NC/C=C\C[C@H](c2ccc(Cl)cc2)N1Cc1ccc(Cl)cc1	-2%	.	-13%
CC(Oc1ccccc1)C(=O)N[C@@H]1C(=O)N2[C@@H]1SC(C)(C)[C@@H]2C(=O)OCc1ccccc1 (stereo partly drawn)	-4%	.	-3%
COC(=O)C1=C[C@@H](C(=O)OC)C2C3=C(C(=O)[C@@]2(CC(C)C)NC(=O)c2ccccc2)[C@H](C)n2c(=O)n(C)c(=O)n2[C@@H]3C1 (stereo partly drawn)	-3%	.	-1%
O=C(CN1CCOCC1)NN=Cc1ccc([N+](=O)[O-])o1	-2%	.	-7%
CN(C)c1ccc(C=O)c(Cl)c1	-1%	.	-1%
Cc1cc(N(C)C)cc(C)c1C=O	2%	.	2%
CCCN1CCC(=O)N(C(CSc2ccc(OC)cc2)c2ccccc2)CC1 (stereo not drawn)	-1%	.	-1%
CCCCCCCCCCCCCCCC[n+]1ccc(CC(O)c2c(C)[nH]c3ccccc23)c2ccccc21 (stereo not drawn)	-12%	.	6%
CN(C)c1ccc(/C=C/c2ccc3cc(N(C)C)ccc3n2)cc1	2%	.	?
CCOC(=O)C1=CN(C(=O)OC(C)(C)C)C(CN2C(=O)COCC2=O)C1 (stereo not drawn)	-12%	.	0%

Random excerpt: 6 records from the list, in no set order.
SMILES	Glioma ERSR ind	LDHA block	Vif-A3G inh
O=C(CN1CCOCC1)NN=Cc1ccc([N+](=O)[O-])o1	-2%	.	-7%
CCCCCCCCCCCCCCCC[n+]1ccc(CC(O)c2c(C)[nH]c3ccccc23)c2ccccc21 (stereo not drawn)	-12%	.	6%
CCCN1CCC(=O)N(C(CSc2ccc(OC)cc2)c2ccccc2)CC1 (stereo not drawn)	-1%	.	-1%
CCOC(=O)C1=CN(C(=O)OC(C)(C)C)C(CN2C(=O)COCC2=O)C1 (stereo not drawn)	-12%	.	0%
COc1ccc(C2/C=C\CN(S(=O)(=O)c3ccc(C)cc3)C(Cc3ccccc3)C(=O)N2Cc2ccc(F)cc2)cc1 (stereo not drawn)	-4%	.	-1%
CC(Oc1ccccc1)C(=O)N[C@@H]1C(=O)N2[C@@H]1SC(C)(C)[C@@H]2C(=O)OCc1ccccc1 (stereo partly drawn)	-4%	.	-3%

(cont.)
SMILES	Glioma ERSR ind	LDHA block	Vif-A3G inh
CC[Si](CC)(CC)O[C@H]([C@@H](C)COCOC)[C@@H](C)COCc1ccc(OC)cc1	6%	.	1%
Cc1ccc2c(c1)C1(C=CC(=O)C=C1)CC(=O)N2C	2%	.	4%
Cc1csc[n+]1CC(=O)c1ccc(I)cc1	2%	.	2%
CC(C)(C)OC(=O)N1C2C=CC1C1=COCCN1C2=O (stereo not drawn)	0%	.	-2%
CC[N+](C)(C)c1ccc(/C=C/c2ccnc3ccccc23)cc1	-9%	.	6%
CC[N+](C)(C)c1ccc(/C=C/c2ccncc2)cc1	-3%	.	10µM*
CC(=O)Nc1ccn(C2OC(C(COC(C)=O)NC(=O)C3CCCN3C(=O)OC(C)(C)C)C(OC(C)=O)C2OC(C)=O)c(=O)n1 (stereo not drawn)	-6%	.	1%
CC(C)(C)OC(=O)N1CCCC1C(=O)NC1COC2CC(n3cc(F)c(=O)[nH]c3=O)OC12 (stereo not drawn)	-4%	.	-1%
CCCC[C@H]1CCCO[C@@](C(=O)NCc2ccc(C)o2)(C(F)(F)F)C1	-3%	.	-1%
Cc1ccc2ccccc2n1	-1%	.	1%
CC(C)(C)n1ncc2c(=O)n(Cc3cc(F)c(F)cc3Cl)cnc21	-4%	.	2%
O=C(C[n+]1cccc2cccc(O)c21)c1ccc(Cl)cc1	-1%	.	-22%
C(=C\c1ccnc2ccccc12)/c1ccnc2ccccc12	8%	.	-3%
Cc1nc2ccccc2nc1/C=C/c1ccc(N(C)C)cc1	19%	.	?
Cc1ccc2c(/C=C/c3c[nH]c4ccccc34)ccnc2c1C	-1%	.	11µM*
CC1CC=CC2C1C(=O)N(Cc1ccccc1)C2c1ccc(F)c(Br)c1 (stereo not drawn)	-12%	.	?
Cc1cccc(CN2Cc3cccc4c3[C@H](C=CC4)CC2=O)c1	-1%	.	1%
COc1ccc(-c2ccc(OC)c(C3C4C=CCC(C)C4C(=O)N3Cc3ccccc3)c2)cc1C (stereo not drawn)	-3%	.	0%
Cc1cc(Cn2cnc3c(cnn3C(C)(C)C)c2=O)ccc1F	0%	.	2%
COC(=O)[C@@H]1N2C(=O)[C@@H](NC(=O)C(C)Oc3ccccc3)[C@H]2SC1(C)C (stereo partly drawn)	-3%	.	2%

Sorted by SMILES length (low to high): some entries from above.
SMILES	Glioma ERSR ind	LDHA block	Vif-A3G inh
CC(C)(C)n1ncc2c(=O)n(Cc3cc(F)c(F)cc3Cl)cnc21	-4%	.	2%
CC1CC=CC2C1C(=O)N(Cc1ccccc1)C2c1ccc(F)c(Br)c1 (stereo not drawn)	-12%	.	?
CCCC[C@H]1CCCO[C@@](C(=O)NCc2ccc(C)o2)(C(F)(F)F)C1	-3%	.	-1%
CC(C)(C)OC(=O)N1CCCC1C(=O)NC1COC2CC(n3cc(F)c(=O)[nH]c3=O)OC12 (stereo not drawn)	-4%	.	-1%

Other compounds.
SMILES	Glioma ERSR ind	LDHA block	Vif-A3G inh
CC(=O)Nc1ccc(/C=C/c2ccccn2)cc1	-1%	.	3%
Cc1ccc(-c2ccc(C3C4C=CCC(C)C4C(=O)N3Cc3ccccc3)c(F)c2)cc1 (stereo not drawn)	-4%	.	3%
CC(=O)O[C@@H]1[C@@H](O)CN[C@@H]1Cc1ccccc1	-7%	.	-7%
COc1cccc(CN2Cc3cccc4c3[C@H](C=CC4)CC2=O)c1	-5%	.	0%
COc1ccc(C2C=C3CNS(=O)(=O)C3CC2OC(=O)c2cccs2)cc1 (stereo not drawn)	-4%	.	-20%
Cc1cc2ccccc2cn1	-3%	.	3%
CC1(C)S[C@@H]2[C@H](NC(=O)COc3ccccc3)C(=O)N2[C@@H]1C(=O)OCc1cccc2cccnc12	-7%	.	-1%
COc1ccc(OC)c(/C=C/c2cc3ccccc3cn2)c1	0%	.	2%
C=CCCN(Cc1ccc(OC)cc1)S(=O)(=O)c1ccccc1Br	-4%	.	2%
C=C1CCN(C(Cc2ccccc2)C(=O)NC2CCN(Cc3ccccc3)CC2)S(=O)(=O)c2ccccc21 (stereo not drawn)	-2%	.	-3%
COc1ccc2nc3c(cc2c1)Cn1c-3nc2ccccc2c1=O	-12%	.	2%
COc1ccc(-c2ccc(OC)c(C3C4C=CCC(C)C4C(=O)N3Cc3ccccc3)c2)cc1OC (stereo not drawn)	-3%	.	1%
CC(=O)Nc1ccc(SCC(CC(C)C)N2CCN(CCc3ccccc3)CCC2=O)cc1 (stereo not drawn)	-1%	.	1%
Cc1c(Cn2cnc3c(cnn3C(C)(C)C)c2=O)cccc1C(F)(F)F	-4%	.	-4%
CC(C)(C)n1ncc2c(=O)n(Cc3cccc(Oc4ccccc4)c3)cnc21	-1%	.	3%
CC(=O)c1ccc[n+](CC(=O)c2ccc(F)cc2)c1	-3%	.	1%
CCOC(=O)N1CCN([N+]([O-])=NOc2cc(O/N=[N+](\[O-])N(C)C)c([N+](=O)[O-])cc2[N+](=O)[O-])CC1	-2%	.	0%
CC(=O)ON(C(C)=O)c1ccc(/C=C2/C=Cc3ccccc32)cc1	1%	.	-7%
COc1ccc(SCC(CC(C)C)N2CCN(CCc3ccccc3)CCC2=O)cc1 (stereo not drawn)	-2%	.	3%
NC(=O)Nc1ccc(/C=C2\C=Cc3ccccc32)cc1	4%	.	?
CCCCCCCCCC[n+]1ccc(/C=C/c2c[nH]c3ccccc23)cc1	-12%	.	7%
COc1ccc(SC[C@H](C)CN2CC[C@H](O)CCC2=O)cc1	1%	.	2%
CCCCCCCCN1[C@@H](CC(=O)O)c2ccc(/C=C/C(=O)O)cc2S1(=O)=O	-4%	.	3%
OC(CN1CCCC1)c1ccccc1 (stereo not drawn)	-1%	.	0%
CN(C)c1ccc(-c2c(C3C4C=CCCC4(C)C(=O)N3Cc3ccccc3)ccc3ccccc23)cc1 (stereo not drawn)	-4%	.	0%
CCCCCCCCCCCCCCCC[n+]1ccc(/C=C/c2c[nH]c3ccccc23)c2ccccc21	-8%	.	1%
CCCC/C=C/[C@H](c1ccccc1)[C@H](CO)Cc1ccccc1	-4%	.	-6%
CCCN1CCC(=O)N(C(CSc2ccc(Br)cc2)Cc2ccccc2)CC1 (stereo not drawn)	-2%	.	1%
CCCCN1CC[C@H]2C=CC[C@@H](C(=O)NC3CCCCC3)[C@H]2C1=O	1%	.	-2%
Clc1cccc[n+]1CCCC[n+]1ccccc1Cl	-4%	.	-3%
CCC[C@H]1COCCS(=O)(=O)N1Cc1cccc(F)c1	-3%	.	0%
CN(C)c1ccc(/C=C/c2ccnc3ccccc23)cc1[N+](=O)[O-]	0%	.	1%
CC(C)(C)n1ncc2c(=O)n(Cc3ccc(C(=O)c4ccccc4)cc3)cnc21	0%	.	-1%
CC/C(=C\c1ccccc1)c1cccc2oc3ccccc3c12	-3%	.	-8%
CN(CC(=O)O)c1ccc(/C=C2\C=Cc3ccccc32)cc1	-1%&1%	.	-2%&-3%
COc1ccc(C2C3C=CCC(c4cccc(/C=C/c5ccccc5)c4)C3C(=O)N2Cc2ccccc2)cc1Cl (stereo not drawn)	-1%	.	-4%
O=C(Cc1ccsc1)NCc1ccccc1	.	8	.
Oc1cccc(C(O)CNC/C=C/c2ccccc2)c1 (stereo not drawn)	.	14	.
O=C(NCc1cccc(Cl)c1)C(=O)Nc1ccc2cc[nH]c2c1	.	-6	.
O=C(CSc1nc(C2CC2)n(-c2ccccc2)n1)N1CCN(c2ccc(O)cc2)CC1	.	-15	.
CC(=O)c1ccc(N2CCN(C(C(=O)O)c3c[nH]c4ccc(OCc5ccccc5)cc34)CC2)cc1 (stereo not drawn)	.	-6	.
O=[N+]([O-])c1ccc(-c2nc(Nc3ccccc3)c3ccccc3n2)cc1	.	1	.

Two of the compounds above, field by field.
CC(=O)O[C@@H]1[C@@H](O)CN[C@@H]1Cc1ccccc1
  Glioma ERSR ind: -7%	LDHA block: .	Vif-A3G inh: -7%
CC(=O)Nc1ccc(SCC(CC(C)C)N2CCN(CCc3ccccc3)CCC2=O)cc1 (stereo not drawn)
  Glioma ERSR ind: -1%	LDHA block: .	Vif-A3G inh: 1%
